RmlCD inh mix: RmlC and RmlD coupled enzyme inhibitors, primary screen, biochemical, 384-well, compound mixtures, retest. AID 1532, 2009. 110,000 compounds, 0.39% hits. inhibition, % at 5.5 µM. RmlC/RmlD coupled enzyme inhibition, 384-well mixture HTS; in the data active = inhibition above about 30%, passing the limit was not always enough; inconclusive = no clear call, values can overlap the other calls; note: strong numbers were not always called active
RT RNaseH block: HIV-1 RT RNase H inhibitors, primary screen, biochemical, fluorescence. Gag-Pol polyprotein (Human immunodeficiency virus type 1 group M subtype B (isolate …. RT-RNase H RNA/DNA duplex cleavage. inhibition, % at 10 µM. 65,000 compounds, 1.9% hits; in the data active = inhibition above about 50%
Active calls of the source: *; ? = inconclusive; . = not tested or not shown. These rows are one share of the data. The share of hits here may be higher or lower than overall.

Below each compound: RmlCD inh mix	RT RNaseH block
- COc1cccc(C(=O)Nc2cccc(-c3nnc(-c4ccccc4)o3)c2)c1
  .	3.8
- CCc1nnc(NC(=O)Cn2nc(-c3ccccc3OC)ccc2=O)s1
  -7.0	-7.2
- CCOC(=O)N1CCC(NC(=O)c2ccc3c(c2)N(Cc2ccc(C)cc2)CCS3)CC1
  -46.1	.
- CCOC(=O)CNC(=O)C1CCCN(c2ncccn2)C1 (stereo not given)
  4.9	3.7
- N#Cc1nc(-c2ccc(Cl)cc2)oc1N1CCCCC1
  -58.0	-5.0
- c1ccc(-n2ncc3c2ncn2cnnc32)cc1
  -12.5	-4.3
- Cc1ccc(C(C(=O)NCc2ccco2)N(CC2CCCO2)C(=O)Cn2nnc3ccccc32)cc1 (stereo not given)
  7.1	2.8
- CN1C(=O)C2(NCCc3c2[nH]c2ccccc32)c2ccccc21 (stereo not given)
  -9.3	-7.2
- CCC/C(O)=C1\C(=O)CC(C)(C)CC1=Nc1ccccc1OC
  6.9	-36.1
- Cc1ccc(O)c(C(CC(=O)N2CCCC2)c2ccccc2)c1 (stereo not given)
  .	-15.9
- O=C(c1cccc(Cl)c1)N1CCN(C(=O)c2ccccc2F)CC1
  -3.0	-0.7
- COc1cc(NC(=O)Cc2ccc(Cl)cc2)ccc1NC(=O)c1ccco1
  1.7	0.9
- CC(SC(=S)N1CCOCC1)C(=O)O (stereo not given)
  2.6	.
- Cc1cc(C)c2c(=O)cc(C(F)F)oc2c1
  -13.3	.
- O=C(Nc1ccccc1F)c1ccc2nc(N3C(=O)CCC3=O)sc2c1
  9.2	.
- O=C(Cc1cccs1)Nc1nc(-c2ccccc2)cs1
  5.2	-33.8
- CCOC(=O)C1=C(C)NC(C)=C(C(=O)OCC)C1c1nc2ccccc2[nH]1
  7.8	-1.3
- Cc1ccc(SCC(=O)N2CCCC2)cc1
  2.3	-9.0
- C[C@H](NC(=O)c1nc[nH]c1C(=O)N1CCc2ccccc2C1)C(=O)OCc1ccccc1
  12.7	.
- CCOC(=O)N1CCN(C(=O)c2ccc(NC(=O)c3ccc(C)cc3)cc2)CC1
  -15.9	3.2
- CNC(=S)NN(c1ccccc1)c1ccccc1
  -37.3	.
- O=C(O)c1sccc1S(=O)(=O)c1ccccc1
  -8.2	2.1
- COc1cccc(C(=O)O/N=C/c2ccc(Sc3ccc(C)cc3)nc2)c1
  2.4	.
- COc1ccc(OC)c(S(=O)(=O)Nc2ccc(CC(=O)O)cc2)c1
  8.7	-8.3
- CCC(C)c1ccc(NC(=S)Nc2ccc(OC)c(OC)c2)cc1 (stereo not given)
  4.4	.
- CN1CCN(c2ccccc2NC(=O)Cc2ccc(Cl)cc2)CC1
  -3.0	.
- Cc1cc(C)nc(NC(=O)c2cccc(Cl)c2)n1
  5.6	-6.8
- Cc1nccn1CC(O)Cn1c2ccccc2c2ccccc21 (stereo not given)
  14.4	.
- NC(=O)C1CCN(c2ncnc3c(-c4ccccc4)nsc23)CC1
  12.1	4.1
- O=C(NCCc1ccccc1)c1noc2c1CCCCC2
  .	-16.8
- O=c1[nH]c2ccccc2c(=O)n1Cc1ccccc1
  2.2	.
- Oc1ccc(N2CCN(C(=S)NCCc3ccccc3)CC2)cc1
  14.2	.
- O=C(NCCCNc1ccc(C(F)(F)F)cc1[N+](=O)[O-])c1cc(F)c(F)cc1Cl
  4.1	.
- Cc1nc(SCC(O)CCl)c([N+](=O)[O-])[nH]1 (stereo not given)
  11.9	.
- COCCN1C(=O)c2ccccc2C(C(=O)NCc2ccco2)C1c1c[nH]c2ccccc12 (stereo not given)
  -6.1	4.8
- O=C(NCCCCCCNC(=O)N1CCCCCC1)N1CCCCCC1
  -2.7	.
- COc1ccc(-n2nc3c(c2NC(=O)c2cc(Br)ccc2Cl)CS(=O)C3)cc1 (stereo not given)
  4.8	-7.4
- Cc1ccc(S(=O)(=O)n2cnc3ccccc32)cc1
  8.2	.
- CC(C)(C)c1cc(NC(=O)COC(=O)C2CC2)n(-c2ccccc2)n1
  6.2	-6.7
- Cn1c(CNC(=O)c2ccccc2)nnc1SCC(=O)N1CCN(c2ccccc2)CC1
  -17.3	.
- CC(C)(C)OC(=O)N1CCNc2ccccc2C1
  -8.1	-9.8
- Cc1ccc(-c2nnn(C(C)C(=O)N3c4ccccc4CCc4ccccc43)n2)cc1 (stereo not given)
  -13.6	.
- O=C(CCSc1ccccc1)Nc1nc2c(s1)COc1ccccc1-2
  -14.8	.
- CC(Oc1ccc(Br)cc1)C(=O)N1CCc2ccccc21 (stereo not given)
  9.9	-32.1
- O=C(CNCC1CCCO1)Nc1ccccc1N1CCOCC1 (stereo not given)
  ?	-8.3
- Cc1nn(-c2ccccc2)c(Cl)c1/C=C/C(=O)c1ccccc1
  28.1	.
- CCCCC(=O)OCC(=O)c1[nH]c(C)c(C(=O)OCC)c1C
  -8.6	.
- Cc1ccc(C(=O)Nc2c(C(=O)NCc3ccco3)cnn2-c2ccccc2)cc1
  -11.5	5.1
- COc1ccccc1NC(=O)C1C2CCCCC21 (stereo not given)
  .	1.8
- CNC(=O)C1CC(=O)N(c2ccc(C)cc2)C1 (stereo not given)
  -17.5	3.5
- Cc1ccc(Oc2ccc(NC(=O)CCC(=O)OCC(=O)c3cccs3)cc2)cc1C
  -1.5	.
- CC1(C)NC(=O)N(c2ccccc2Cl)C1(C)NO (stereo not given)
  4.3	-4.1
- Cc1ccc2c(c1)NC(=O)C(CC(=O)NCCCN1CCN(c3cc(Cl)ccc3C)CC1)O2 (stereo not given)
  -5.0	38.5
- COc1cc(C=O)ccc1OCCSc1ccc(C)cc1
  3.0	.
- CCOc1ccccc1NS(=O)(=O)c1c(C)noc1C
  8.1	8.4
- CCCCn1c(=S)[nH]c2ncccc2c1=O
  .	-9.9
- COc1cc2c3nnc(-c4ccc(F)cc4)c-3cn(Cc3ccc(F)cc3)c2cc1OC
  4.7	.
- Cc1cc(C)c(S(=O)(=O)c2ccccc2)c(N(C)C)n1
  -5.2	.
- Cc1nc2nc(-c3cccs3)cn2nc1C
  .	-8.1
- O=C(Cc1c(O)c2ccccc2[nH]c1=O)OC1CCCCC1
  -19.3	-7.9

(listing goes on)
Below each compound: RmlCD inh mix	RT RNaseH block
- O=c1cc[nH]c2cccc(Cc3ccccc3)c12
  2.7	0.1
- CC(=O)Nc1nc(COc2ccccc2)cs1
  9.8	-8.1
- CCc1c(C)nc2nc(NC(C)=O)[nH]n2c1=O
  -3.9	.
- CC(C)(C)n1nnnc1CN(Cc1cccnc1)Cc1ccccc1Cl
  4.3	.
- CC(C)CNC(=O)c1cc(-c2ccc(Br)cc2)on1
  6.5	-7.9
- Cc1cccc(CN2C(=O)N/C(=C/c3ccc(C)s3)C2=O)c1
  -6.3	.
- COc1ccc(CCNC(=O)C2CCN(C(=O)NC3CCCCC3)CC2)cc1
  -10.7	.
- O=C(NCc1ccc(OC(F)(F)F)cc1)C12CN(Cc3ccccc3)CC1C(c1cccc([N+](=O)[O-])c1)=NO2 (stereo not given)
  -9.2	.
- COc1ccc(NC(=O)NC2CCN(C(C)C)CC2)c(OC)c1
  39.2	.
- CCn1c(O)c(C=NCCN2CCOCC2)sc1=S
  1.3	-12.3
- O=C(N/N=C/c1cccnc1)c1ccc([N+](=O)[O-])cc1
  2.6	.
- COc1cccc(C(=O)OCn2nnc3ccccc3c2=O)c1OC
  -13.5	-23.4
- COCCn1c(SCC(=O)N(C(C)C)C(C)C)nnc1-c1cc2ccccc2cc1O
  9.0	10.3
- Cn1c(=O)c(-[n+]2ccccc2)c([O-])c2ccccc21
  5.5	.
- O=C1CCC2(C(=O)O)Sc3ccccc3N12 (stereo not given)
  7.8	.
- CC1(C)c2[nH]c3ccccc3c2C[C@@H]2C(=O)N(Cc3ccccc3Cl)C(=O)N21
  0.2	.
- Cc1cccc(S(=O)(=O)C(C#N)c2nc3ccccc3nc2N2CC(C)OC(C)C2)c1 (stereo not given)
  10.4	10.6
- Cc1ccc(OCC(=O)N/N=C/c2cccn2C)cc1
  -20.2	.
- Cc1ccc(NC(=O)c2ccc(NCC3CCCO3)c([N+](=O)[O-])c2)cc1Cl (stereo not given)
  12.6	.
- CC(NC(=O)c1ccccc1F)C(=O)O (stereo not given)
  4.3	.
- COc1cc(S(=O)(=O)NCC2CCCO2)ccc1Br (stereo not given)
  5.3	.
- CSc1nc2nc3c(c(=O)n2[nH]1)CN(Cc1ccccc1)CC3
  9.4	4.7
- CCOc1ccc(OCC)c(NC(=O)CN(C)S(=O)(=O)c2cnc[nH]2)c1
  -9.3	-4.1
- CCO[C@@H]1OC(C(=O)NCc2nc3ccccc3[nH]2)=C[C@H](c2csc3ccccc23)[C@H]1CCCO
  2.0	.
- CCOc1ccccc1N1CCN(Cc2ccco2)CC1
  3.8	.
- COc1cccc(N(C(=O)Cn2nnc(-c3cccs3)n2)C(C(=O)NC(C)C)c2ccc(C)o2)c1 (stereo not given)
  -11.3	.
- Cc1ccc2cc(CN(Cc3ccco3)S(=O)(=O)c3c(C)ccc4nsnc34)c(=O)[nH]c2c1
  -372.8	2.4
- COc1cccc(-n2c(SCC(=O)N3CCCC3)nc3c([nH]c4ccccc43)c2=O)c1
  .	44.9
- COc1ccccc1NCCC#N
  -11.1	.
- CCC(C)c1ccccc1NC(=O)c1cccnc1 (stereo not given)
  7.1	-5.9
- CC1=CC(C)(C)NC(=S)N1c1ccc(C)cc1
  -11.4	.
- Cc1onc(-c2ccccc2Cl)c1C(=O)NCc1nc(-c2ccccc2)no1
  -7.6	-1.7
- COc1ccc(/C(C)=C2\SC(=S)N(CCC(=O)O)C2=O)cc1
  -10.9	.
- CC1CCN(C(=O)Cc2nn(C)c(=O)c3ccccc23)CC1
  7.2	-60.4
- C=CCn1c(=N)c(C(=O)OCC)cc2c(=O)n3cccc(C)c3nc21
  2.1	-30.1
- Cc1cc(C(=O)Nc2cccc(C(=O)O)c2)oc1C
  -8.5	3.1
- CC(NC(=O)c1ccncc1)C(c1cccs1)N1CCOCC1 (stereo not given)
  -16.2	-9.9
- CC1=NN(c2ccccc2)C(=O)C1/C=C1\C(=O)NC(=O)N(c2cc(C)cc(C)c2)C1=O (stereo not given)
  9.8	.
- CCOc1ccccc1NC1c2ccccc2C(=O)N1c1cccnc1 (stereo not given)
  -8.6	6.1
- CCOC(=O)N1CCC(NC(=O)CN2C(=O)CSc3nc(C)cc(C)c32)CC1
  .	0.0
- COc1ccc(C(=O)c2cnc(C(C)C)n2C)cc1
  6.2	-5.0
- COc1ccc(C(C)C)cc1S(=O)(=O)NCc1ccccn1
  3.0	-6.1
- COc1ccc2c(C)cc(SCC(=O)N3CCOCC3)nc2c1
  -12.8	-26.2
- CC1CCN(c2nc(-c3ccccc3)cc(C(F)(F)F)n2)CC1
  -24.7	-0.1
- CC1=C(C(=O)N2CCN(C(=O)c3ccco3)CC2)C2(CCC(C)CC2)OC1=O (stereo not given)
  7.6	-8.4
- CCOC(=O)c1ccc(N=C2NC(=O)CS2)cc1
  0.2	-5.6
- COc1ccc(S(=O)(=O)N2CCN(c3c(C)cccc3C)CC2)cc1OC
  -6.6	-0.8
- Cc1c(CCC#N)c(N2CCN(C3CCCCC3)CC2)n2c(nc3ccccc32)c1C#N
  .	12.1
- CCCCN1CCc2c([nH]c3c(C)cccc23)C1=O
  8.0	0.8
- CC(C)NC(=O)c1ccc(-c2ccc(Cl)c(C(F)(F)F)c2)o1
  4.0	.
- CC(C)OC12Oc3ccccc3C=C1N1CCC2CC1 (stereo not given)
  4.3	-11.1
- Clc1ccccc1-c1cc(COc2ccc3ccccc3c2)no1
  -8.4	.
- Cn1cccc1Cc1nnc(SCC(=O)NCc2ccco2)n1-c1ccc(F)cc1
  0.9	1.0
- COCCNC(=O)CCSCc1ccccc1F
  0.0	-5.7
- O=C(CCO)c1ccc(O)cc1
  11.7	.
- CCOc1ccc(N2C(N)=NC(N)=NC2(C)C)cc1
  3.5	-2.2
- Cc1ccc2c(Cl)c(C(=O)NCC3CCCO3)sc2c1 (stereo not given)
  -3.7	.
- CCOc1ccccc1N(CC(=O)Nc1ccccc1C(=O)O)S(C)(=O)=O
  4.6	-6.3
- O=C(CSc1nnc(CCCO)n1-c1ccccc1)NCCc1ccccc1
  15.5	-11.4
- CC(NS(=O)(=O)c1ccccc1)C(c1cccs1)N1CCOCC1 (stereo not given)
  5.2	.

Record cards (already shown). Order of screens: RmlCD inh mix, RT RNaseH block
`COc1ccc(S(=O)(=O)N2CCN(c3c(C)cccc3C)CC2)cc1OC` as listed: -6.6, -0.8
`CCOc1ccc(N2C(N)=NC(N)=NC2(C)C)cc1` as listed: 3.5, -2.2
`CC(C)NC(=O)c1ccc(-c2ccc(Cl)c(C(F)(F)F)c2)o1` as listed: 4.0, .
`Cn1cccc1Cc1nnc(SCC(=O)NCc2ccco2)n1-c1ccc(F)cc1` as listed: 0.9, 1.0

(listing goes on)
Below each compound: RmlCD inh mix	RT RNaseH block
- COc1ccc(CC2S/C(=C(\C#N)C(=O)NCc3ccco3)N(c3ccc(C)cc3)C2=O)cc1 (stereo not given)
  -20.2	-8.1
- CCC(C)NC(=O)Cn1c(=O)n(-c2ccccc2)c(=O)c2ccc(C(=O)NCc3ccco3)cc21 (stereo not given)
  -3.7	-15.9
- Cc1ccc(C)c(/C(O)=C2\C(=O)C(=O)N(CCCN(C)C)C2c2cccnc2)c1 (stereo not given)
  .	-8.4
- Cc1cc(SCC#N)n2nc(C)c(-c3ccc(Cl)cc3)c2n1
  -5.3	.
- CNS(=O)(=O)c1cccc(C(=O)OCc2cc(Cl)cc3c2OCOC3)c1
  19.0	-59.3
- O=C(/C=C/c1ccc(O)cc1)OCc1occc(=O)c1O[C@@H]1OC(CO)[C@@H](O)[C@H](O)[C@@H]1O (stereo not given in full)
  -75.3	.
- Cn1c(=O)n(Cc2ccccc2)c(=O)c2c1nc1n2CCCN1C1CCCCC1
  .	-1.4
- Clc1ccc(Nc2ncnc3c2cnn3-c2ccccc2)cc1
  4.2	-9.5

Assay outcomes: PubChem BioAssay, several laboratories
